Screening results as filed in PubChem BioAssay.
TNF necrop inh – TNF-alpha cell death inhibition in Jurkat FADD-/- cells. Jurkat FADD-/- TNF necroptosis rescue, ATP luminescence, 24 h; 0 = TNF only, 100 = no-TNF cells. activation (protection from cell death), % at 10 µM. actives 0.068% (n = 220,000). AID 463075;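 active means activation, meaning protection from cell death, of at least 50% relative to plate controls; inactive means activation below 50%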;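 further: necroptosis triggered by 40 ng/mL TNF-alpha added together with compound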
zVAD death inh – blocks zVAD induced death of L929 cells | L929 zVAD necroptosis rescue, ATP luminescence, 24 h; with zVAD 60 µM | viability rescue, % at 10 µM | AID 1377 | actives 0.38% (n = 220,000);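 active means activation, scaled between plate controls, above about 75%, limit read from the data; inactive means activation under that limit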;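 further: 0% = zVAD with DMSO and 100% = DMSO alone without zVAD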
CHOP inh – CHOP inhibition in unfolded protein response; CHO-K1 CHOP-promoter luciferase, tunicamycin-induced, 15-18 h; inhibition, % at 10 µM; actives 3.8% (n = 220,000);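 active means compounds that reduced the stress-induced luciferase reporter signal by more than about 70% of percent inhibition, limit read from the data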;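 further: 0% = tunicamycin plus vehicle and 100% = wells without tunicamycin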
PPC-1+TRAIL kill – PPC-1 cancer cell killing with TRAIL present | AID 1443 | cell killing (% activity), % at 4 µM | actives 0.41% (n = 220,000) | PPC-1 cells + TRAIL, ATPLite viability luminescence;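 active means cell killing above 50% in the first pass at 4 µM, then a duplicate retest at 5 µM averaging 50% or more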;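 further: plate controls were cells with TRAIL plus DMSO for no effect and medium-only wells lacking cells for full effect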
PGE2 EP2 inh – inhibitors of human EP2 prostaglandin E2 receptor; P43116; actives 0.52% (n = 260,000); inhibition, % at 25 µM; C6 glioma cells expressing human EP2, cAMP TR-FRET; cells stimulated with saturating PGE2;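 active means percent inhibition above 40 after rounding to a whole number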;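 further: rat C6 glioma host cells with rolipram phosphodiesterase inhibitor present; the protocol text gives 20 µM as final concentration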
Target sequence (P43116 whole entry, looked up): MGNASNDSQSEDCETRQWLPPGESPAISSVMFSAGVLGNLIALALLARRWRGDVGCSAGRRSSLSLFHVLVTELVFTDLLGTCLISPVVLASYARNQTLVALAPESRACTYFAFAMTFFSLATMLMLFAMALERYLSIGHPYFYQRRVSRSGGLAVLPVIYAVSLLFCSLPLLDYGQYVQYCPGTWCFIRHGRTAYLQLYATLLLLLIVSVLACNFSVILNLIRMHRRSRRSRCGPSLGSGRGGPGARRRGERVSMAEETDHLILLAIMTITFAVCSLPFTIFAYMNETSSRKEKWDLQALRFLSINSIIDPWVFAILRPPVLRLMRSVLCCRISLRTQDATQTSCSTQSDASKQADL
FXIIa inh – inhibitors of human coagulation factor XIIa; P00748; purified FXIIa, Boc-QGR-AMC fluorogenic substrate, 2 h; inhibition, % at 5 µM; actives 0.3% (n = 220,000); AID 800; in the data active means inhibition above about 40%;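 further: 0% = enzyme with no compound and 100% = blank without enzyme; many of its hits are not listed in these tables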
Target sequence (P00748 20-372 limits assumed): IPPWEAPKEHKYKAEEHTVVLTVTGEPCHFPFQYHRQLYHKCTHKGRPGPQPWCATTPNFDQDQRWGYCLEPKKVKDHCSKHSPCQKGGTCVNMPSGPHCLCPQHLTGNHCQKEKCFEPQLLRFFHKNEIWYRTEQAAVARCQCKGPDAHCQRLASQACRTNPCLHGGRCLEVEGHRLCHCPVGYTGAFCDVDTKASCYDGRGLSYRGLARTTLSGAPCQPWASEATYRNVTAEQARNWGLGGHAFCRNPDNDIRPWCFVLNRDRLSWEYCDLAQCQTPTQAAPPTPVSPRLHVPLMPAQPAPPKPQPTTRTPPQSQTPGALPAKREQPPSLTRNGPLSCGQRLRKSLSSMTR
Target sequence (P00748 373-615 limits assumed): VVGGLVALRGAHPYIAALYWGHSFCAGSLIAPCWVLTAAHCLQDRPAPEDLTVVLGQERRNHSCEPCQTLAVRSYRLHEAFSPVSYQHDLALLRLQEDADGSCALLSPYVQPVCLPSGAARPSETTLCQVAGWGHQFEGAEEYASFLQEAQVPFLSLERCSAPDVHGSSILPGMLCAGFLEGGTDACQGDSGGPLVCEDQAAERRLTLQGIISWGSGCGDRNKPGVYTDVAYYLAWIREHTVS
FXIa inh – factor XIa (human) inhibition; actives 0.14% (n = 220,000); purified FXIa, Boc-Glu-Ala-Arg-AMC fluorogenic substrate; inhibition, % at 5 µM;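 active means inhibition of at least 40%; inactive means inhibition below 40%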;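 further: fluorescence of freed AMC excited at 355 nm; 0% = enzyme without compound and 100% = no enzyme blank; many of its hits are not listed in these tables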
Wee1 degr inh – inhibitors of human Wee1 degradation; P30291; HeLa Luc-Wee1K328M stability, luciferase luminescence; 100% = proteasome inhibitor MG132 effect; reporter increase, % at 5 µM; actives 1.2% (n = 220,000);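 active means activation above the mean of all tested compounds plus 3 SD, set per screening run, cut at about 8.8% in these data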;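 further: cells exposed to compound for 20 h before luminescence read; 0% = DMSO alone and 100% = MG132 at 30 µM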
Tb hexokinase – blocks Trypanosoma brucei hexokinase 1 activity; recombinant TbHK1, G6PDH-coupled NADH A340; inhibition, % at 10 µM; actives 0.11% (n = 220,000); AID 1430;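 active means inhibition of 50% or more in the single-dose primary screen; inactive means inhibition below 50%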
* = called active by the depositor; . = not tested or not shown; & = joins results of further samples; [ ] = another dose, or the depositor's remark. Some of the compounds tested; the hit share may differ from the screen's.

SMILES	TNF necrop inh	zVAD death inh	CHOP inh	PPC-1+TRAIL kill	PGE2 EP2 inh	FXIIa inh	FXIa inh	Wee1 degr inh	Tb hexokinase
CC1CN(S(=O)(=O)c2cccc(C(=O)OCC(=O)Nc3ccc4c(c3)OCO4)c2)CC(C)O1 (stereo not given)	7.1	0.8	23	0	10	-1	-6	0	-21
O=C(CCC1CCCCC1)Nc1c2c(nn1-c1ccc(F)cc1)CS(=O)C2 (stereo not given)	-1.5	-0.7	17	3	9	11	0	-4	-2
Cc1cc(NC(=O)c2ccccc2)nc(C)n1	5.3	1.0	5	7	3	-1	-5	0	-5
Cc1ccc(CN2CCN(Cc3nc(C(C)C)cs3)CC2CCO)cc1 (stereo not given)	-0.1	-0.1	6	9	7	4	-1	-1	-7
CCOC(=O)c1nnn(-c2nonc2N)c1-c1cccc2ccccc12	-1.3	-0.3	32	2	4	15	5	2	-1
Nc1nc(-c2ccc3c(c2)CCO3)cs1	-0.5	2.1	-33	-16	1	5	-1	2	2
Cc1nc(SCC(=O)Nc2ccc3c(c2)OCCO3)nc(C)c1C	0.8	3.8	12	3	4	8	-4	-1	-1
CCOc1cc(NC(=S)NCC2CCCO2)c(OCC)cc1NC(=O)c1cccc(C)c1 (stereo not given)	-4.2	-0.2	3	7	12	8	2	1	-4
O=C(CCS(=O)(=O)c1cccc2nsnc12)NCc1ccccc1Cl	0.7	0.3	13	-6	9	25	13	1	-2
COc1cccc(CNC(=O)Cn2cc3c(n2)CCCCC3)c1	1.2	-0.3	-8	2	5	5	-5	.	1
Cn1c(=O)[nH]c(=O)c2c1nc(N1CCCCC1)n2CCOc1ccccc1	-3.1	-0.5	38	9	3	-3	-17	-1	55*
CC(=O)CCC1C2C(O)C(C(C)C)C(OC(=O)/C=C/c3ccccc3)CC12C (stereo not given)	0.4	0.5	32	-7	25	5	3	.	-16
CCN1C(=O)CC(Sc2ccccc2N)C1=O (stereo not given)	0.8	-0.5	-3	12[5 µM]	12	-10	-14	1	-5
Cc1ccc(NC(=S)NNC(=O)c2c(Cl)c(C)nn2C)cc1	-2.4	.	-4	6	8	6	1	2	-4
Cc1noc(C)c1COC(=O)[C@@H](NC(=O)c1ccccc1)C(C)C	0.0	0.7	4	8	5	7	-3	-4	0
CCCCCC(=O)N(CN1C(=O)CCC1=O)c1ccccc1	-0.7	-0.1	28	4	7	5	6	-1	-3
O=C(Nc1ccc(Cl)cc1)N1CCN(c2ncccn2)CC1	1.1	0.7	-2	31	6	2	-4	0	-1
CCOc1ccc(S(=O)(=O)Nc2ccc(S(=O)(=O)N3CCCC3)cc2)cc1	0.2	-0.3	-5	17	-8	-8	-12	-2	-6
CC(C)C(=O)Nc1cccc2nsnc12	-2.8	3.4	21	-2	8&16	-11	7	0	-11
Cc1c(O)ccc(-c2n[nH]c(C(=O)O)c2-c2nc3ccccc3s2)c1O	0.9	-0.2	-18	5	7	18	25	10*	6

The list goes on; it opens with the 3 that closed the last part.
SMILES	TNF necrop inh	zVAD death inh	CHOP inh	PPC-1+TRAIL kill	PGE2 EP2 inh	FXIIa inh	FXIa inh	Wee1 degr inh	Tb hexokinase
CCOc1ccc(S(=O)(=O)Nc2ccc(S(=O)(=O)N3CCCC3)cc2)cc1	0.2	-0.3	-5	17	-8	-8	-12	-2	-6
CC(C)C(=O)Nc1cccc2nsnc12	-2.8	3.4	21	-2	8&16	-11	7	0	-11
Cc1c(O)ccc(-c2n[nH]c(C(=O)O)c2-c2nc3ccccc3s2)c1O	0.9	-0.2	-18	5	7	18	25	10*	6
O=C(Nc1nnc(SCc2c(Cl)cccc2Cl)s1)c1cccc([N+](=O)[O-])c1	0.8	0.0	31	22	5	2	-1	2	-7
Cc1ccc(C(=O)Nc2cccnc2N2CCN(C)CC2)cc1	0.2	-1.4	-8	10	3	12	3	-2	2
O=C(N/N=C/c1c[nH]c2ccccc12)c1cc(-c2ccccc2)n[nH]1	-0.4	55	14	37	18	10	6	2	-14
COc1ccc(C(=O)NCc2nnc(SCC(=O)N3CCC(C)CC3)o2)cc1OC	-0.3	-0.9	-3	-13	29	-1	-2	4	-9
CCN(CC)C(=O)c1ccc(CS(=O)(=O)c2ccc(OC)cc2)o1	-0.1	-0.4	1	-4	17	13	3	-2	1
Cc1ccc(-n2c(CNc3ccc(F)cc3)nnc2SCC(=O)N2CCCC2)cc1	-0.9	-0.7	-11	-12	1	10	-1	1	30
Cc1cc(C)cc(NC(=O)Cn2cc3c(n2)CCCCC3)c1	1.3	-0.1	44	8	.	4	-5	3	-1
Cc1cccc(NC(=O)Cn2cnc3c(oc4ccccc43)c2=O)c1	2.9	1.9	-11	22	10	5	2	0	-5
CCOC(=O)C1CCN(CC(O)COc2ccc(C(=O)CC)cc2)CC1 (stereo not given)	-1.3	-0.3	8	8	2	-1	5	-2	-2
COC(=O)/C(C(C)=O)=C(/C=C/C=C/N(C)C)N(C)C	-1.1	-0.2	-5	7	15	5	0	-2	-5
Cn1c(=O)[nH]c(=O)c2c1nc(N1CCN(c3ccccc3)CC1)n2CCSc1ncccn1	-7.3	-0.3	44	10	14	9	1	-2	0
Cc1ccc(C(=O)Nc2ccc(O)cc2C(=O)O)cc1	2.2	0.6	-10	20	4	9	-7	-1	-9
COc1ccc(S(=O)(=O)Nc2cc([N+](=O)[O-])ccc2OC)cc1	-2.8	1.2	16	15	5	14	4	-1	21
CCN1CCN(C(=O)c2ccc(OCC(=O)Nc3ccc(F)cc3)c(OC)c2)CC1	-0.6	1.3	-7	-11	5	5	4	-3	-1
Cc1cc(C)c(C(=O)CSc2nc3ccccc3c(=O)[nH]2)cc1C	-2.4	3.3	56	-2	13	5	-8	1	-1
COCCCNC(=S)NNC(=O)c1cccnc1	-0.5	-0.1	13	-4	4	6	-2	0	-21
CCCCCc1c(O)nc(SCC(=O)O)[nH]c1=O	-1.2	-0.2	.	.	.	.	.	-1	2
COc1ccc(-c2cc3nc[nH]c(=O)c3s2)cc1	-3.4	-0.7	29	48	11	0	-2	0	-20
Cc1cccc(OCC(=O)Nc2cc(C)c(C)cc2O)c1	0.5	2.6	30	15	8	15	7	0	-2
COc1ccc(NC(=O)Nc2ccc3nccnc3c2)cc1	-6.2	11	-8	-20	32	16	9	0	-17
Cc1nnc(SCC(=O)NCc2ccc3c(c2)OCO3)n1C	-0.5	2.0	12	6	14&3	7	1	-3	8
CC(=O)c1ccc(NC(=O)C2C3C=CC(C3=C(c3ccccc3)c3ccccc3)C2C(=O)O)cc1 (stereo not given)	0.3	1.7	-2	3	-1	6	-5	0	-9
CC(C)(C)N(Cc1ccccc1)C(=O)COC(=O)c1cccc([N+](=O)[O-])c1	1.1	0.0	33	24	7	10	0	-3	4
CC(C)[N+]1=C2C=CC=CC=C2SC12C([N+](=O)[O-])=CC(=[N+]([O-])[O-])C=C2[N+](=O)[O-] (stereo not given)	-18	-0.1	-5	-8	5	5	5	3	10
O=C(NCc1cccnc1)c1ccc(CS(=O)(=O)c2ccc(Cl)cc2)o1	-3.6	0.4	15	28	-2	8	-2	-2	4
CCOC(=O)C1=C(C)NC(=S)NC1c1cc(C)sc1C (stereo not given)	-0.7	2.2	24	3	6	-7	-5	2	-6
Cc1cc(C)n(CCC(=O)N/N=C/c2ccccc2O)n1	-0.3	4.1	31	13	9	12	1	-2	-4
COc1ccc(CN(C(=O)c2ccc(-c3ccccc3)[nH]2)C(C(=O)NCC2CCCO2)c2ccc(C)o2)cc1 (stereo not given)	-7.4	0.4	29	-6	.	-4	1	1	-3
Cn1cc(/C=C(\C#N)C(=O)Nc2cccc([N+](=O)[O-])c2)c2ccccc21	0.1	0.8	-36	.	7	21	26	0	6
Cc1ccc(C)c(OCC(=O)Nc2ccc(S(=O)(=O)N3CCN(C)CC3)cc2)c1	0.3	-0.6	23	-4	6	4	-7	0	-2
CCC(C)OC(=O)n1ccc(C(=O)Nc2nccs2)n1 (stereo not given)	0.4	1.0	-12	18	13	18	11	-3	-2
COc1nc(C)nc2c1ccc1ccccc12	-1.0	0.1	9	2	28	8	2	4	5
Cn1c(=O)c([N+](=O)[O-])c(N2CCSCC2)c2ccccc21	-2.0	0.6	6	18	11	2	-2	1	-24
CN(CC(=O)NC1CCCC1)S(=O)(=O)c1cnc[nH]1	1.0	2.3	20	8	3	5	-5	-1	-2
O=C(N/N=C/c1ccc(N2CCCCC2)o1)C(O)(c1ccccc1)c1ccccc1	1.1	3.4	-41	17	3	3	-2	2	-12
O=c1[nH]c2cccnc2n1Cc1ccccc1	0.5	0.0	-7	15	5	9	8	3	-2
O=C(NCCCO)/C(=C\C=C\c1ccccc1)NC(=O)c1ccccc1Cl	-0.5	0.4	-12	0	9	12	6	4	-7
O=c1ccccn1Cc1ccccc1F	0.3	0.1	14	5	16	11	-21	-3	1
CC(C)NCCOCCSc1ccc(Cl)cc1	-3.3	-0.4	-17	-8	4	15	-1	-1	-3
COc1ccc(C(=O)NCc2ccc3c(c2)OCO3)cc1	-0.4	1.2	-9	4	3	8	-4	3	9
COc1ccc(OCCC(=O)OCC(=O)NC(=O)NC(C)C)cc1	-0.3	-0.7	7	18	12	-3	-6	5	3
O=C(NCCCN1CCCCC1)C1(S(=O)(=O)c2ccc(Cl)cc2)CC1	-0.7	0.1	7	-1	10	0	-7	-1	-11
Cc1ccccc1Oc1cc(-n2ncc(Cl)c(Cl)c2=O)ncn1	-14	85*	108*	18	21	3	2	4	8
CCOc1ccc2c(c1)C(=O)c1cc(OCC(=O)O)ccc1-2	1.1	0.7	21	28	15	1	2	-2	-16
COc1ccc(Cl)cc1NC(=O)Nc1cn(C)nc1C	2.6	1.3	-14	6	9	21	45*	-2	0
O=C(O)CCC(=O)Nc1ccc(N2CCOCC2)cc1	1.1	1.5	1	5	7	1	-7	-1	2
Cc1cccc(NC(=O)c2cc(-c3ccccn3)nc3ccccc23)c1C	-2.0	0.7	8	35	13	-3	0	-1	6
C=CCN=C(C)C1=C(O)C(C)OC1=O (stereo not given)	0.2	-0.1	1	-4	7	-2	4	1	-5
Cc1cccc(NC(=O)C2(c3cccs3)CCOCC2)c1	1.1	0.1	-25	27	2	6	1	4	2
Cc1cc(C)c(S(=O)(=O)NCCc2ccccc2)c(C)c1	1.1	1.8	55	16	3	11	-1	5	12
COc1ccc(/C=C/C(=O)NCCN=C2NS(=O)(=O)c3ccccc32)cc1	1.4	2.2	29	-5	4	8	-6	0	-10
O=C(Nc1ccc2c(c1)OCCO2)Nc1ccc2c(c1)OCO2	-1.9	0.9	12	73*[5 µM]	3	1	-6	3	6
Cc1ccc(/C=C/C(=O)C2C(=O)c3ccccc3C2=O)cc1	-2.3	3.4	95*	95*[5 µM]	21	18	16	-1	-41
Clc1ccc(-c2n[nH]c3c2CCC3)cc1Cl	1.9	1.4	98*	-9	13	-16	-8	1	7
CC(c1ccccc1F)n1cc(C(=O)NCc2ccncc2)nn1 (stereo not given)	1.3	0.1	5	28	12&4	-2	-3	-1	3
COc1ccc(NCC(O)Cn2c(C)c(C)c3ccccc32)cc1 (stereo not given)	0.3	0.3	37	-11	5	6	3	2	1
COc1cc(C(=O)N2CCN(C/C=C/c3ccccc3)CC2)cc(OC)c1OC	-1.1	0.2	-11	1	5	19	9	0	-7
Nn1c(SCC(=O)Nc2ccc3c(c2)OCCO3)nnc1C(F)(F)F	0.9	0.9	22	20	19	3	-3	-1	0
